# Source: PubChem BioAssay
# CHRM5 agonist – human M5 muscarinic receptor agonists, primary screen, CHO-K1 cells, Fluo-8 calcium fluorescence; actives 0.19% (n = 360,000); CHO-K1 hM5 cells; 0% DMSO wells, 100% maximal acetylcholine response; Muscarinic acetylcholine receptor M5 (Homo sapiens), P08912; activation, % at 3 µM;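 active means activation above the run's mean over test compounds plus 3 SD, cut at about 23% in these data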;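 further: signal is peak over basal fluorescence ratio across the kinetic read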
# CRFBP-R2 agonist – agonists of CRF-BP/CRF-R2 complex, primary screen, cell-based, HEK293, calcium dye fluorescence, uHTS; CRF-binding protein / CRF receptor 2 complex (human); actives 0.46% (n = 350,000); AID 588473, 2011; calcium dye fluorescence (FLIPR); percent of saturating CRF peptide response; activation, % at 13.2 µM;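 active means activation of at least 50%, plus an integration ratio under a set limit after plate pattern correction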;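 further: plate controls were neutral control wells without compound for no effect and CRF at EC100 for full effect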
# M4 antag – human M4 muscarinic receptor antagonists, primary screen, CHO cells, Fluo-8 calcium fluorescence | AID 624125, 2012 | Muscarinic acetylcholine receptor M4 (Homo sapiens), P08173 | CHO-hM4 cells, ACh EC80 | actives 0.73% (n = 360,000) | inhibition, % at 3 µM;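 active means inhibition above its plate's cutoff, the mean inhibition of sample wells plus 3 SD, cut at about 27% in these data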;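 further: 0% = acetylcholine EC80 with DMSO and 100% = DMSO without agonist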
# Target sequence (P08173 whole entry, looked up): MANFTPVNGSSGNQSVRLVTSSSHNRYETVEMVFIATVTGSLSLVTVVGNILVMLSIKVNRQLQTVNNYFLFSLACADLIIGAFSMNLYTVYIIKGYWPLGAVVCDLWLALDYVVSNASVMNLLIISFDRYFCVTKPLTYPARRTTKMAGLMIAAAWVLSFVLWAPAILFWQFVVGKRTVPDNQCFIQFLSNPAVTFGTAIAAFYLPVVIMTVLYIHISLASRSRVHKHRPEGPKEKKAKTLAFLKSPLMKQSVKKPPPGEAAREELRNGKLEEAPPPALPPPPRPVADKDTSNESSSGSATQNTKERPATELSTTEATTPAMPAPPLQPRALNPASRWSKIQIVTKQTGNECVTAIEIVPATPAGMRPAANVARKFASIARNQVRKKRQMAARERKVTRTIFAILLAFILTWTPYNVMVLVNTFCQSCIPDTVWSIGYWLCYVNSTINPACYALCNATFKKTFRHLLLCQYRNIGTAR
# CHRM1 antagonist – human M1 muscarinic receptor antagonists, primary screen, CHO-K1 cells, Fluo-8 calcium fluorescence, 1536-well; Muscarinic acetylcholine receptor M1 (Homo sapiens), P11229; CHO-K1 hM1, ACh EC80 antagonist; inhibition, % at 3 µM; actives 1.3% (n = 360,000);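 active means percent inhibition above its own plate's cutoff, namely the mean of that plate's compound wells plus 3 SD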;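 further: peak over basal fluorescence ratio during 140 s after agonist addition; 0% = ACh EC80 plus DMSO and 100% = DMSO alone without agonist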
# Target sequence (P11229 whole entry, looked up): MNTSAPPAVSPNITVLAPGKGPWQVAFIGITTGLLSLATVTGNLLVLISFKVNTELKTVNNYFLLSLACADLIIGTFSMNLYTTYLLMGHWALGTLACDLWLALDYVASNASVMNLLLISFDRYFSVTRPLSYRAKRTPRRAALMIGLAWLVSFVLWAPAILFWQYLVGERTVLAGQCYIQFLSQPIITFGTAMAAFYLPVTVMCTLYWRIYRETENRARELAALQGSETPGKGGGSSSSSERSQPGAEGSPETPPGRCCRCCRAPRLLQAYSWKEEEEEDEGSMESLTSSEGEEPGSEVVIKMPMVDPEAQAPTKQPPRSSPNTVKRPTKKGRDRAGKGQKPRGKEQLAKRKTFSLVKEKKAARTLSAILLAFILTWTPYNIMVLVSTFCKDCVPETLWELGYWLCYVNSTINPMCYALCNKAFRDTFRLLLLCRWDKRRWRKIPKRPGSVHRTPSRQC
# CHRM5 antagonist – human M5 muscarinic receptor antagonists, primary screen, CHO cells, Fluo-8 calcium fluorescence. inhibition, % at 3 µM. AID 624040, 2012. Muscarinic acetylcholine receptor M5 (Homo sapiens), P08912. actives 0.59% (n = 360,000). CHO-hM5 cells, ACh EC80;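 active means inhibition above a per-plate cutoff, the mean of that plate's test compounds plus 3 SD, cut at about 27% in these data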;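 further: 0% = acetylcholine EC80 with DMSO and 100% = DMSO without agonist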
# M1 PAM – human M1 muscarinic receptor positive allosteric modulators, primary screen, CHO-K1 cells, Fluo-8 calcium fluorescence, 1536-well | Muscarinic acetylcholine receptor M1 (Homo sapiens), P11229 | CHO-K1 hM1, ACh EC20; 0% = ACh EC20, 100% = maximal ACh | activation, % at 3 µM | actives 0.088% (n = 360,000) | AID 588819, 2011; in the data active means activation above about 19%, passing the limit was not always enough
# CHRM4 agonist – human M4 muscarinic receptor agonists, primary screen, CHO-K1 cells, Fluo-8 calcium fluorescence; Muscarinic acetylcholine receptor M4 (Homo sapiens), P08173; CHO-K1 hM4/Gqi5; vehicle 0%, full acetylcholine response 100%; actives 0.14% (n = 360,000); activation, % at 3 µM;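 active means activation above the run mean over all test wells plus 3 SD, cut at about 32% in these data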;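 further: peak over basal fluorescence ratio per well then scaled between controls; 0% = DMSO wells and 100% = acetylcholine at EC100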
# CHRM5 PAM – human M5 muscarinic receptor positive allosteric modulators, primary screen, CHO-K1 cells, Fluo-8 calcium fluorescence; activation, % at 3 µM; Muscarinic acetylcholine receptor M5 (Homo sapiens), P08912; AID 624038, 2012; actives 0.3% (n = 360,000); CHO-K1 hM5, ACh EC20 PAM; 0% = ACh EC20, 100% = ACh EC100;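 active means activation above the run cutoff, the mean activation of all test compounds plus 3 SD, cut at about 18% in these data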
#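 System – CHO-K1 hM5 cells · Compound – 3 µM, single dose · Incubation – compound preincubation 140 s before EC20 acetylcholine addition · Technique – Fluo-8 calcium fluorescence · Measure – Max/basal fluorescence ratio as % of EC20–EC100 ACh window · Benchmarks – low control EC20 acetylcholine (0%), high control EC100 acetylcholine (100%) · Replication – singlicate, one well per test compound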
# M4 PAM – human M4 muscarinic receptor positive allosteric modulators, primary screen, CHO-K1 cells, Fluo-8 calcium fluorescence; CHO-K1 hM4/Gqi5, ACh EC20; 0% = ACh EC20, 100% = maximal ACh; activation, % at 3 µM; actives 0.4% (n = 360,000);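 active means activation above its plate's cutoff, the mean activation of sample wells plus 3 SD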; further: some results filed as inactive read as strong as hits
# * hit, by the source's call; . = no result given.
SMILES,CHRM5 agonist,CRFBP-R2 agonist,M4 antag,CHRM1 antagonist,CHRM5 antagonist,M1 PAM,CHRM4 agonist,CHRM5 PAM,M4 PAM
CC(C)(C)NC(=O)CN(Cc1ccc2c(c1)OCO2)C(=O)CNS(=O)(=O)c1ccc(F)cc1,1,-1.5,16,-17,11,14,17,27*,45*
O=C(NCc1ccccc1)N[C@@H](Cc1ccccc1)C(=O)O,0,-2.3,-8,-3,-6,5,-1,9,11
Cc1cc(=O)oc(C)c1C(=O)O,-2,0.6,0,14,2,-7,0,-6,-1
O=S(=O)(c1cc(O)ccc1O)c1cccc2c(S(=O)(=O)c3cc(O)ccc3O)cccc12,9,-1.1,13,-2,-1,2,5,3,5
Cc1cc(-c2ccc(C(C)C)c(S(=O)(=O)N3CCN(c4ccccc4)CC3)c2)on1,-1,0.1,-4,-7,12,9,5,-5,-2
COc1cc(NC(=O)c2cccs2)c(OC)cc1NC(=O)CCC(=O)Nc1ccc2ncccc2c1,0,-3.0,5,14,-6,-18,13,-13,-9
O=C(NCCc1ccc(Cl)cc1)c1ccc(Br)s1,-5,-1.8,-3,-1,5,0,1,2,2
CCOCCCNC(=O)Cn1nc(-c2ccc(OC)c(OC)c2)ccc1=O,0,-0.3,12,-1,-1,0,0,-9,-1
Oc1c(C(c2cccs2)N2CCC3(CC2)OCCO3)sc2ncnn12 (centres undefined),1,-1.2,2,2,3,-3,0,-1,-4
Cc1ccc(CNC(=O)C(OC(=O)c2cccs2)C(C)C)cc1 (centres undefined),-4,1.1,6,-6,12,7,0,-3,-1
O=C(CN1C(=O)NC2(CCc3ccccc32)C1=O)Nc1ccc(Br)cc1F (centres undefined),4,-0.4,2,-5,2,6,3,3,7
CN(Cc1ccc(F)cc1)C(=O)c1cc(COc2ccc(F)cc2F)on1,-3,-1.3,-6,-5,15,6,1,-4,1
Cc1[nH]c(=O)nc(NN=Cc2ccc(Cl)cc2)c1C(=O)Nc1ccc(Cl)cc1,5,-2.6,-4,-14,-3,9,0,6,2
c1ccc(CNc2c(C3CCNCC3)nc3scc(-c4ccccc4)n23)cc1,-1,.,-3,-18,-1,-3,1,-5,4
C=CCNC(=O)c1ccc(Sc2ccc(C)cc2)c([N+](=O)[O-])c1,-2,-1.9,-3,-44,-1,7,0,-1,9
COc1ccc(C(=O)N[C@H](C(=O)Nc2sccc2C(N)=O)C(C)C)cc1,-2,-1.5,-1,-15,1,15,1,3,4
O=S(=O)(NCc1cccnc1)c1ccc(Cl)c(Cl)c1Cl,2,0.5,1,-15,15,4,2,4,-4
COc1ccc(NC(=O)N2CCN(c3ccc([N+](=O)[O-])cc3)CC2)cc1,4,2.6,6,9,-10,-8,7,-7,-5
O=C(CSc1nc2ccccc2s1)NNC(=O)Nc1ccc(Cl)c(Cl)c1,3,-0.6,-8,-24,4,13,2,1,9
COc1ccc(-c2nnc3n2N=C(C)CS3)cc1OC,2,-1.4,13,-4,-8,11,1,5,12
COc1ccccc1N1CCN(c2ncnc3n[nH]c(Br)c23)CC1,-4,.,-3,.,-11,.,9,-15,-3
Nc1nc(-c2ccccc2)c(N=Nc2cccnc2)s1,-2,-4.9,-7,1,11,4,8,-1,-7
COC(=O)[C@]12CCCCC=C1N(Cc1cccc3ccccc13)C(=O)[C@H](CC(=O)N1CCC(c3ccccc3)CC1)C2,0,.,15,.,12,.,4,-11,-6
COc1ccc(CCN2CC(O)=C(c3nc(C)cs3)C2=N)cc1OC,0,0.8,0,3,1,2,1,0,7
CC(C)n1cnnc1SCC(=O)Nc1ccc(N2CCCCC2)cc1,3,-0.6,-1,-10,-1,8,1,1,15
COCc1cc(C)n(CC(=O)Nc2ccc(Cl)cc2Cl)c(=O)c1C#N,1,-0.8,-7,-24,-13,1,1,16,10
O=C(NNC(=O)c1ccccc1F)c1cccc(-n2cccc2)c1,-5,-0.6,-1,-12,1,6,0,2,2
COc1ccc(NC2=Nc3cccc4cccc2c34)cc1OC,-9,-3.6,0,-3,2,5,1,-5,-6
CCC(=O)Nc1ccc(C(=O)N/N=C/c2c(C)[nH]c3ccccc23)cc1,1,6.7,4,6,6,-6,1,0,-3
CC(C)N(C)c1ncnc2c1ncn2[C@H]1CN(Cc2cccnc2)C[C@@H](CO)O1,3,.,2,-13,12,8,0,-1,-1
COCCNC(=O)C1(C)CCN(C(=O)c2cc(C(C)(C)C)nn2C)C1 (centres undefined),0,.,-8,-12,-4,5,0,-1,-2
O=c1cc(O)n(-c2ccccc2)c(=S)[nH]1,-4,0.6,-2,-5,11,4,1,-2,7
CC(=O)N1CCN(S(=O)(=O)c2ccc(Cl)cc2F)CC1,2,0.0,8,-1,-1,7,2,4,-3
CC(C)Cn1c(N)c(C(=O)COC(=O)c2ccc(Br)cc2)c(=O)n(C)c1=O,0,3.6,4,24,8,-14,17,-18,-7
Cc1cc(C)c(OCCCNC2CCCC2)c(Br)c1,-4,0.6,2,-13,-12,9,6,1,-3
O=C(CCC(=O)N1CCc2ccccc21)Nc1ccccc1,-12,-0.4,5,3,2,4,0,4,1
CN(Cc1ccccc1)C(=O)Cn1c(=O)c2cccn2c2cccnc21,1,-1.3,4,-4,-3,0,6,-6,-4
COC(=O)c1ccc2c(=O)[nH]c(CSc3nc(C)cs3)nc2c1,-3,0.8,-16,-10,2,0,2,-6,15
COc1cccc(Cn2cnc3c(NS(=O)(=O)c4cccc(Cl)c4Cl)c(C)c(C)cc32)c1,-3,-2.8,5,4,2,2,1,8,3
Cn1c(SCC(=O)N2CCc3ccccc3C2)nnc1-c1cccs1,-3,-1.1,-11,-2,3,-1,1,1,3
CCOC(=O)C1CCCN(c2oc(-c3ccc(F)cc3)nc2C#N)C1 (centres undefined),-3,-1.0,-5,-13,3,7,1,0,-5
Cc1ccc(CN2C(=O)CCC2C(=O)NCCN2CCN(c3cccc(Cl)c3)CC2)cc1 (centres undefined),-5,4.3,-6,-19,5,8,3,-3,5
COc1ccc(C(O)c2nc(-c3cc(F)cc(F)c3)cs2)cc1 (centres undefined),3,.,-2,-2,-3,-2,3,0,-2
COc1ccccc1N1C(=NC(=O)CCc2ccccc2)SC2CS(=O)(=O)CC21 (centres undefined),-5,0.1,2,0,0,1,1,1,-1
CCN1C(=O)N[C@H](c2ccc(Br)cc2)C(C(C)=O)=C1C,-7,0.1,-4,-6,9,9,2,-2,5

# A different layout for some results above.
canonical_smiles	CHRM5 agonist	CRFBP-R2 agonist	M4 antag	CHRM1 antagonist	CHRM5 antagonist	M1 PAM	CHRM4 agonist	CHRM5 PAM	M4 PAM
COCCNC(=O)C1(C)CCN(C(=O)c2cc(C(C)(C)C)nn2C)C1 (centres undefined)	0	.	-8	-12	-4	5	0	-1	-2
O=c1cc(O)n(-c2ccccc2)c(=S)[nH]1	-4	0.6	-2	-5	11	4	1	-2	7
CC(=O)N1CCN(S(=O)(=O)c2ccc(Cl)cc2F)CC1	2	0.0	8	-1	-1	7	2	4	-3
CC(C)Cn1c(N)c(C(=O)COC(=O)c2ccc(Br)cc2)c(=O)n(C)c1=O	0	3.6	4	24	8	-14	17	-18	-7
Cc1cc(C)c(OCCCNC2CCCC2)c(Br)c1	-4	0.6	2	-13	-12	9	6	1	-3
O=C(CCC(=O)N1CCc2ccccc21)Nc1ccccc1	-12	-0.4	5	3	2	4	0	4	1
CN(Cc1ccccc1)C(=O)Cn1c(=O)c2cccn2c2cccnc21	1	-1.3	4	-4	-3	0	6	-6	-4
COC(=O)c1ccc2c(=O)[nH]c(CSc3nc(C)cs3)nc2c1	-3	0.8	-16	-10	2	0	2	-6	15
COc1cccc(Cn2cnc3c(NS(=O)(=O)c4cccc(Cl)c4Cl)c(C)c(C)cc32)c1	-3	-2.8	5	4	2	2	1	8	3
Cn1c(SCC(=O)N2CCc3ccccc3C2)nnc1-c1cccs1	-3	-1.1	-11	-2	3	-1	1	1	3
CCOC(=O)C1CCCN(c2oc(-c3ccc(F)cc3)nc2C#N)C1 (centres undefined)	-3	-1.0	-5	-13	3	7	1	0	-5
Cc1ccc(CN2C(=O)CCC2C(=O)NCCN2CCN(c3cccc(Cl)c3)CC2)cc1 (centres undefined)	-5	4.3	-6	-19	5	8	3	-3	5

# Remaining list, next part
SMILES,CHRM5 agonist,CRFBP-R2 agonist,M4 antag,CHRM1 antagonist,CHRM5 antagonist,M1 PAM,CHRM4 agonist,CHRM5 PAM,M4 PAM
CC(=O)NC12CC3CC(C1)CC(C(=O)Nc1ccc(C)c(S(=O)(=O)N4CCCCCC4)c1)(C3)C2,0,0.0,0,2,3,8,3,6,8
O=C(Nc1nnc(-c2ccccc2Cl)s1)C1CCN(S(=O)(=O)c2ccc(Cl)cc2)CC1,-4,3.2,-2,-13,-8,14,1,8,-1
CCCCCOc1ccc(CSC2=NCCN2)cc1[N+](=O)[O-],-9,2.4,2,-3,1,-12,7,-4,-10
CCc1ccc(-n2c(=O)c3c(C)c(C(=O)N(C)C)sc3n(CC(=O)NCC3CCCO3)c2=O)cc1 (centres undefined),1,-0.4,5,-12,8,12,1,4,2
O=C(CSc1ncn(-c2ccccc2)n1)N1CCN(c2ccccc2)CC1,-2,-1.3,-2,0,12,-2,5,-17,-8
Cc1ccccc1NC(=S)Nc1ccc2cn[nH]c2c1,1,-1.6,3,-5,12,-1,0,0,-4
Cc1cc(=O)oc(C)c1C(=O)N1CCN(Cc2ccc3c(c2)OCO3)CC1,-1,-0.7,-9,-8,-3,10,1,6,10
COc1ccc(/C=C/C(=O)OCC(=O)c2c[nH]c3ccccc23)cc1,1,-0.7,0,4,3,-9,1,-6,-1
COc1cc(NC(=O)c2ccccc2)c(OC)cc1NC(=O)CN1C(=O)NC2(CCCCC2)C1=O,3,1.9,-16,-9,-2,7,1,-1,3
CC(C)(C)Nc1nc(NN)nc(NC(C)(C)C)n1,-2,1.4,-3,1,2,3,1,1,-2
